Assay outcomes from PubChem.
CHT block – inhibits the human high affinity choline transporter | actives 0.86% (n = 310,000) | AID 488975 | Q9GZV3 | B-score at 10 µM | CHT-expressing cells, membrane potential dye, choline response; hits give low values;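 active means B-score over 3 SD under the library average, and starting fluorescence ratio not unusually high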;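 further: choline stimulus applied at its EC90 after an EC20 pre-addition; B-score computed on integrated fluorescence ratio after choline addition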
Target sequence (Q9GZV3 whole entry, looked up): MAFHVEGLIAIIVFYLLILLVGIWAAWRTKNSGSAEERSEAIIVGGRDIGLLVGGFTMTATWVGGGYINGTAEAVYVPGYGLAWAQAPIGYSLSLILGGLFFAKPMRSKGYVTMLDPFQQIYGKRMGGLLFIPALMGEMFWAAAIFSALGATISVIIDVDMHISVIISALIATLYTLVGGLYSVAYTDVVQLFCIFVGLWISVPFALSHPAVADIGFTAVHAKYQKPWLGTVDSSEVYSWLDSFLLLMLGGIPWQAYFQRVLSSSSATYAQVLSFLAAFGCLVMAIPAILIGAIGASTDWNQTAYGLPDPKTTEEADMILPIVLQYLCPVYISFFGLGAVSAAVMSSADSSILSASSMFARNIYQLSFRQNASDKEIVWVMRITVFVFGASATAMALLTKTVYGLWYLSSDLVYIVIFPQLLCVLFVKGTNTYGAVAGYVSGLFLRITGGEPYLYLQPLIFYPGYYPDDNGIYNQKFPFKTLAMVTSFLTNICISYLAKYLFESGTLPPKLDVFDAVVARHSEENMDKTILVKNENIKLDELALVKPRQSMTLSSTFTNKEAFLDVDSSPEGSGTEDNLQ
CHT allo act – allosterically activates the human high affinity choline transporter. Q9GZV3. CHT-expressing cells, membrane potential dye, choline EC20; hits give high values; LV-AA mutant CHT in HEK293 cells. B-score at 10 µM. actives 0.49% (n = 310,000). AID 488977;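 active means initial fluorescence not abnormally high and integrated response B-score, plate-corrected, over 3 SD above library mean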
The depositor's hits bear a star; i = inactive.

SMILES | CHT block | CHT allo act
CC(=O)c1ccc(OCC(O)CN2CCN(CCO)CC2)cc1 (stereo not given) | i | i
CCN1C(=O)C2(Nc3ccccc3-c3nc4ccccc4n32)c2cc(OC)ccc21 (stereo not given) | i | i
CCOc1cc(-c2sc(Nc3ccc(CC)cc3)n[n+]2-c2ccccc2)ccc1OC | i | i
C=CCN=C(NC#N)SCc1ccccc1 | i | i
O=C(O)C1C2C=CC3(CN(C/C=C/c4ccccc4)C(=O)C13)O2 (stereo not given) | i | i
CC(C)NC(=O)COc1ccc(S(=O)(=O)N2CCOCC2)cc1 | i | i
CCOc1ccc(N(CC(=O)NCc2ccco2)C(=O)CCC(=O)Nc2nccs2)cc1 | i | i
Cc1ccc(C(=O)NCC(=O)NCC(=O)OCc2ccc(Oc3ccc([N+](=O)[O-])cc3)cc2)cc1 | i | i
Clc1ccc(-c2cc(-c3ccccc3)on2)cc1 | i | i
COc1ccc(CNC(=O)C2CCN(C(=O)Cc3ccccc3)CC2)cc1 | i | i
CC(C)c1ccccc1NC(=S)NCCCn1ccnc1 | i | i
N=C1C(c2nc(-c3ccc(Cl)cc3)cs2)=C(O)CN1NC(=O)c1ccc(O)cc1 | i | i
COc1cc2c(cc1OC)C(C)N(S(=O)(=O)c1ccc(C)cc1)CC2 (stereo not given) | i | i
CC(C)Oc1ccccc1/C=N/NC(=O)c1ccccc1Cl | i | i
Cc1ccc2nsnc2c1NC(=O)c1sc2ccccc2c1Cl | i | i
CCc1ccc(C(=O)COC(=O)c2cccs2)cc1 | i | i
O=C(O)/C=C/c1ccc2c(c1)OCCO2 | i | i
CCOC(=O)C1(CCc2ccccc2)CCN(C(=O)C2CCOCC2)CC1 | i | i
CC(=O)NC(CC(=O)O)c1ccc([N+](=O)[O-])cc1 (stereo not given) | i | i
CCNS(=O)(=O)c1ccc(NC(=O)Cc2ccc(F)cc2)cc1 | i | i
NS(=O)(=O)c1ccc(CNC(=O)c2cccc(Oc3ccccc3)c2)cc1 | i | i
CCOC(=O)N1CCN(c2c(N3CCN(c4ccc(OC)cc4)CC3)c(=O)c2=O)CC1 | i | i
CCOc1ccc(NC(=O)CCC(=O)Oc2ccc(C)cc2)cc1 | i | i
COc1ccc(Cn2c(O)c(C=Nc3ccccc3C(=O)O)c3ccccc3c2=O)cc1 | i | i
O=C(Nc1nnc(S(=O)(=O)N2CCCC2)s1)c1ccccc1Cl | i | i
COc1ccc(Cl)cc1NC(=S)N1CCCCCC1 | i | i
OC(CN1CCCCC1)Cn1c2ccccc2c2cc(Br)ccc21 (stereo not given) | i | i
Oc1ccccc1C(=S)N1CCN(C(=S)c2ccccc2O)CC1 | i | i
CSc1ccccc1C(=O)Nc1ccc2c(c1)OCCO2 | i | i
CCn1c(SCC(=O)O)nc2ccccc21 | i | i
Cc1nn(-c2ccccc2)nc1CNC(=O)c1ncoc1-c1ccccc1 | i | i
CC[C@@]12C(=O)N(c3cccc(Cl)c3)C(=O)N1[C@H](c1cccc(C)c1)[C@@H]1C(=O)N(Cc3ccccc3)C(=O)[C@@H]12 | i | i
Fc1cccc(Cl)c1CSc1ccc(-c2cccnc2)nn1 | i | i
O=C(Cn1nc(-c2ccc(Cl)cc2)ccc1=O)NCCN1CCOCC1 | i | i
CCN(CC)CCNC(=O)c1cc(-c2cccnc2)nc2ccc(S(=O)(=O)N3CCC(C)CC3)cc12 | i | i
Cc1cc(C)n(C2CC(=O)N(c3cccc(Cl)c3)C2=O)n1 (stereo not given) | i | i
CCN(CC)CCN1C(=O)C(=O)/C(=C(/O)c2ccc(C)cc2)C1c1cccnc1 (stereo not given) | i | i
O=[N+]([O-])c1ccccc1CSc1ccccn1 | i | i
COc1ccc(C(=O)NC(=S)NNC(=O)c2cccnc2)cc1 | i | i
O=C1Nc2ccccc2C1=Nc1ccc(F)cc1 | i | i
Oc1ccccc1Nc1nc(NCc2ccccc2)c2ccccc2n1 | i | i
COc1ccccc1/C=C/C(=O)OC(C)CN1CCOCC1 (stereo not given) | i | i
COC(=O)Cc1cc(=O)n2[nH]c(C)cc2n1 | i | i
COC(=O)N1C(=O)[C@@](c2ccccc2)(C2CCCC2)N1C(=O)OC | i | i
O=C(NC1=NCCS1)c1ccccc1 | i | i

A portion taken from the entries so far, for reference:
SMILES | CHT block | CHT allo act
Oc1ccccc1C(=S)N1CCN(C(=S)c2ccccc2O)CC1 | i | i
CSc1ccccc1C(=O)Nc1ccc2c(c1)OCCO2 | i | i
CCn1c(SCC(=O)O)nc2ccccc21 | i | i
Cc1nn(-c2ccccc2)nc1CNC(=O)c1ncoc1-c1ccccc1 | i | i
CC[C@@]12C(=O)N(c3cccc(Cl)c3)C(=O)N1[C@H](c1cccc(C)c1)[C@@H]1C(=O)N(Cc3ccccc3)C(=O)[C@@H]12 | i | i
Fc1cccc(Cl)c1CSc1ccc(-c2cccnc2)nn1 | i | i
O=C(Cn1nc(-c2ccc(Cl)cc2)ccc1=O)NCCN1CCOCC1 | i | i
CCN(CC)CCNC(=O)c1cc(-c2cccnc2)nc2ccc(S(=O)(=O)N3CCC(C)CC3)cc12 | i | i
Cc1cc(C)n(C2CC(=O)N(c3cccc(Cl)c3)C2=O)n1 (stereo not given) | i | i
CCN(CC)CCN1C(=O)C(=O)/C(=C(/O)c2ccc(C)cc2)C1c1cccnc1 (stereo not given) | i | i
O=[N+]([O-])c1ccccc1CSc1ccccn1 | i | i
COc1ccc(C(=O)NC(=S)NNC(=O)c2cccnc2)cc1 | i | i
O=C1Nc2ccccc2C1=Nc1ccc(F)cc1 | i | i
Oc1ccccc1Nc1nc(NCc2ccccc2)c2ccccc2n1 | i | i
COc1ccccc1/C=C/C(=O)OC(C)CN1CCOCC1 (stereo not given) | i | i
COC(=O)Cc1cc(=O)n2[nH]c(C)cc2n1 | i | i
COC(=O)N1C(=O)[C@@](c2ccccc2)(C2CCCC2)N1C(=O)OC | i | i
O=C(NC1=NCCS1)c1ccccc1 | i | i

New compounds follow:
SMILES | CHT block | CHT allo act
O=C1c2sc3nc4n(c(=O)c3c2CCC1Br)CCCCC4 (stereo not given) | i | i
CCOC(=O)Cc1cc(=O)[nH]c(/N=C(\N)Nc2ccc(C)c(C)c2)n1 | i | i
COc1ccc(OCCSc2ncc(CO)n2C)cc1 | i | i
COc1ccc(Cl)cc1-n1c(C)ccc1C | i | i
CC(C)Oc1cccc(-c2cc(C(=O)N3CCN(S(C)(=O)=O)CC3)c3ccccc3n2)c1 | i | i
O=[N+]([O-])c1ccc(-c2nc(-c3cccs3)c(-c3cccs3)[nH]2)cc1 | i | i
CC(CCc1ccccc1)NC(=O)c1ccncc1 (stereo not given) | i | i
COc1cccc(CNC(=O)CCC2CCCN(Cc3cc(Cl)ccc3O)C2)c1 (stereo not given) | i | i
COCCn1nnnc1C(c1ccc(OC)c(OC)c1)N1CCN(c2nc3ccccc3s2)CC1 (stereo not given) | i | i
Cc1nc(CNC(=O)c2cc(COc3ccc(F)cc3Cl)on2)cs1 | i | i
Cc1ccccc1C(=O)Oc1ccc(Sc2ccc(O)cc2)cc1 | i | i
C=CCC1c2cccc(C(=O)OC)c2C(=O)N1c1ccccc1 (stereo not given) | i | i
COc1cccc(-c2cc(C(=O)NCc3cccs3)no2)c1 | i | i
CSc1ccc(C2c3[nH]c4ccccc4c3CCN2C(=O)c2cc(C)n(C)n2)cc1 (stereo not given) | i | i
CCOC(=O)C1=C(N)OC2=C(C(=O)CC(C)(C)C2)C1c1ccc(CC)s1 (stereo not given) | i | 7.6*
CCOC(=O)N1CCN(C(=O)CN(c2ccc(OC)cc2)S(C)(=O)=O)CC1 | i | i
COc1cccc(OC)c1C(=O)Nc1nnc(C(C)C)s1 | i | i
O=C(CC1Sc2ncnn2C1=O)Nc1ccccc1 (stereo not given) | i | i
COc1cc(F)c(C(=O)NC(C)(C)CO)cc1OC | i | i
CC(C)n1c(N2CCN(C(=O)NCc3ccccc3)CC2)nc2ccccc21 | i | i
C=C(C)CNC(=O)c1ccc(OC2CCN(S(=O)(=O)N(C)C)CC2)cc1 | i | i
COc1ccc(S(=O)(=O)NCC2CCCN(C(=O)c3cccnc3C)C2)cc1 (stereo not given) | i | i
O=C1COc2ccc3ccccc3c21 | i | i
COC(=O)c1cccc(NC(=S)NC(C)C)c1 | i | i
Nc1cc(Nc2ccccc2)c2nonc2c1[N+](=O)[O-] | i | i
CCNC(=S)N(CCc1c(C)[nH]c2ccc(Cl)cc12)Cc1cccnc1 | i | i
Cc1ccc(/C=C/C(=O)Nc2cccc3cccnc23)o1 | i | i
Cc1ccc(N2C(=O)c3ccccc3C2=O)cc1C | i | i
O=S(=O)(c1cc(F)ccc1F)N1CCC2(CC1)OCCN2S(=O)(=O)c1ccccc1 | i | i
CCOC(=O)C1=C(CS(=O)(=O)c2ccccc2)NC(=O)NC1c1ccccc1 (stereo not given) | i | i
CS(=O)(=O)c1ccc(C(=O)NCC(c2ccco2)N2CCCCC2)cc1 (stereo not given) | i | i
Cc1ccc(NC(=O)C2(c3ccccc3)CCOCC2)cc1 | i | i
C=CCn1c(C)nnc1SCC(=O)NC1CCCCC1 | i | i
COc1ccc(CCNC(=O)COc2ccc(S(=O)(=O)NC3CCCCC3)cc2Cl)cc1OC | i | i
O=C(c1ccco1)N1CCN(S(=O)(=O)c2ccc(S(=O)(=O)NC3CCCC3)cc2)CC1 | i | i
CCOc1cc(C2C(C#N)=C(N)Oc3n[nH]c(-c4ccccc4)c32)ccc1O (stereo not given) | i | i
CC(C)=Cc1oc2ccc([N+](=O)[O-])cc2c1N1CCOCC1 | i | i
CN(C(=O)COC(=O)c1ccc([N+](=O)[O-])cc1Cl)C1CCCCC1 | i | i
CC(=O)N(C)c1nc(N)n(-c2ccccc2)n1 | i | i
Cc1cccn2c(CNCC(C)Oc3cccnc3)c(C(=O)N3CCOCC3)nc12 (stereo not given) | i | i
COC(=O)c1c(NC(=O)CN(c2ccc(C)c(C)c2)S(C)(=O)=O)sc2c1CCCC2 | i | i
CCCCOC(=O)Nc1ccccc1C(=O)N1CCCC1 | i | i
CCOC(=O)c1ccc(NC(=O)c2nc(S(=O)(=O)Cc3ccccc3)ncc2Cl)cc1 | i | i
COc1ccc(CC(=O)OCC(=O)Nc2ccc3c(c2)OCO3)cc1OC | i | i
Cc1cc(C(=O)OCC(=O)Nc2ccc(F)c(F)c2)c(C)o1 | i | i
COc1cc(/C=C(\C#N)c2nc(-c3cc4ccccc4oc3=O)cs2)ccc1O | i | i
COc1ccc(C)cc1NC(=S)N1CCOCC1 | i | i
COc1cccc(CN(C)CC(=O)Nc2ccccc2C(C)C)c1 | i | i
CC(C)(C)OC(=O)N1Cc2cc3ccccc3nc2C1CO (stereo not given) | i | i
Cc1ccc(-c2ccc(=O)n(CC(=O)N3CCN(c4cc(Cl)ccc4C)CC3)n2)cc1 | i | i
COC(=O)[C@H](CC(C)C)NC(=O)Nc1cccc(Br)c1 | i | i
COc1ccc(C(C(=O)NCC2CCCO2)N(Cc2cccs2)C(=O)c2snc(C(N)=O)c2N)cc1OC (stereo not given) | i | i
Cc1ccc(Cc2cnc(NC(=O)/C(C#N)=C/c3ccc(-c4cccc([N+](=O)[O-])c4)o3)s2)cc1 | i | i
Cc1cccc(-n2c(SC(C)C(=O)O)nc3sc4c(c3c2=O)CCCC4)c1 (stereo not given) | i | i
COc1ccc(NC(=O)CSc2nc(O)cc(=O)n2-c2ccccc2OC)cc1 | i | i
CC1CCN(C(=O)CCN2C(=O)C3C4C=CC(C4)C3C2=O)CC1 (stereo not given) | i | i
CCC(=O)c1ccccc1OCCN1CCN(Cc2ccccc2)CC1 | i | i
O=C(N/N=C/c1cccnc1)c1cccc(NC(=O)c2ccc(Cl)cc2)c1 | i | i
COc1ccccc1OCc1nnc(SCC(=O)c2cc(Cl)ccc2OC)o1 | i | i
COc1ccc(CCC(C)Nc2ccc(F)cc2)cc1 (stereo not given) | i | i

The list goes on.
SMILES | CHT block | CHT allo act
CCOc1ccc(S(=O)(=O)N2CCCC(C(=O)NCc3ccncc3)C2)cc1 (stereo not given) | i | i
COC(=O)CNC(=O)CCc1nnc(C2(c3ccc(Cl)cc3)CCC2)o1 | i | i
CCN1CCN(C(c2cccs2)C(C)NC(=S)Nc2cc(C)ccc2C)CC1 (stereo not given) | i | i
COCCNC(=O)c1cnn2c(C(F)(F)F)cc(-c3ccc4c(c3)OCO4)nc12 | i | i
CC(CC(=O)O)CC(=O)Nc1ccccc1C(=O)O (stereo not given) | i | i
CCC1(C)Cc2ccccc2-c2nc(SC)[nH]c(=O)c21 (stereo not given) | i | i
Cc1ccc(C)c(Cn2nnc3c(=O)[nH]c(C(=O)Nc4ccc(F)cc4)nc32)c1 | i | i
CCC(C)NC(=O)C1c2ccccc2C(=O)N1Cc1ccccc1OC (stereo not given) | i | i
Cc1cccc(NC(=O)c2cccc(S(=O)(=O)NCc3ccccc3)c2)n1 | i | i
COC(=O)c1cc2n(n1)CCN(Cc1ccccc1Cl)C2=O | i | i
CC1(C)CC(NC(=O)COc2ccccc2Cl)CC(C)(C)N1 | i | i
COC/C=C/C1=CC2=CC(=O)C(C)(OC(=O)c3cnc4ccccc4n3)C(=O)C2=CN1CCc1ccccn1 (stereo not given) | i | i
COc1ccc(S(=O)(=O)N2CCCC(C(=O)Nc3ccc(NC(=O)c4ccccn4)cc3)C2)cc1 (stereo not given) | i | i
COc1ccccc1CNC(=O)/C(C#N)=C/c1ccc(OC)c(OC)c1OC | i | i
CCOC(=O)c1c(C)c(C(=O)NCCc2ccc(S(N)(=O)=O)cc2)c(C)n1CC | i | i
